Assay outcomes as filed in PubChem BioAssay.
p53 reactivation: re-activators of mutant p53; H1299 p53-A138V BP100-luciferase reporter, luminescence, 24 h; Potency, µM (series often up to 92.2 µM), for the others: at the top dose activity change, positive = activation, hits mostly activators; hit rate 0.063% among 320,000; AID 504706; note: potency is the fitted concentration of half-maximal effect; % of control where 0% means no effect; nearly all actives have a fitted effect of over 45% in size
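H1299 (p53-null), stable ts p53-A138V + BP100-Luc; 1000 cells/well, Opti-MEM/10% FBS; cpd 4 pt, 1:5; 24 h, 37 deg C, 5% CO2; detection reagent 10 min RT; luminescence.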
TRPV1 ag: agonists of human vanilloid receptor 1 (TRPV1); hit rate 0.19% among 320,000; activation, % at 8.33 µM; TRPV1-expressing cells, Fluo-8 calcium influx, agonist mode; AID 540275; in the data active = activation above about 80%; inconclusive = between about 30% and that limit; note: 0% is about no effect
Target sequence (Q8NER1 whole entry, looked up): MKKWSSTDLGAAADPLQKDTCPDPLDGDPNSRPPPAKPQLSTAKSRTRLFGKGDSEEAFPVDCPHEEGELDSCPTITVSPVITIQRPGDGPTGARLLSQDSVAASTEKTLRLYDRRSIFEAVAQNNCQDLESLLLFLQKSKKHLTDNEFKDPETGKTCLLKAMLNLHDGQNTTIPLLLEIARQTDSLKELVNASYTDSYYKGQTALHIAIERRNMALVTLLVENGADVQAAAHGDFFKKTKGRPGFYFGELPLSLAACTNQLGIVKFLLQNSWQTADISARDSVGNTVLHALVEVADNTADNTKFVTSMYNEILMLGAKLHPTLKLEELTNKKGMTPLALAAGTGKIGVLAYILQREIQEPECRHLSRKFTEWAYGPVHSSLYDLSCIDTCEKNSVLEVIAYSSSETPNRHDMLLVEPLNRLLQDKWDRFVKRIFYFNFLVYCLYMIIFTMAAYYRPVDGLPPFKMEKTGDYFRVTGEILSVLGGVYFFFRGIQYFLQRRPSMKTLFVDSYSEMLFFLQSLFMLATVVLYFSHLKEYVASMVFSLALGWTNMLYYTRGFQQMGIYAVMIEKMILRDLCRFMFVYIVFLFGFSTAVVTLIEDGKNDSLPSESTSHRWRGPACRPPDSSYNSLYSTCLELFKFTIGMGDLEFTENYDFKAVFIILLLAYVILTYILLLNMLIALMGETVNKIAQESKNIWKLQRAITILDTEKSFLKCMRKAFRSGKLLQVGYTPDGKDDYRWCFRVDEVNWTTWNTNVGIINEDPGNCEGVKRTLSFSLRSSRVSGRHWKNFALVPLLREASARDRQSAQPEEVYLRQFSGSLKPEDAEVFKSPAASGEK
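Fluo-8 calcium influx in TRPV1-expressing cells, kinetic read (ex 480/em 520 nm). Compound added and read 3 min for agonist activity, followed by capsaicin at EC20 final and 2 min further read for enhancement.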
ELG1 repair inh: inhibitors of ELG1-dependent DNA repair in HEK293T cells; AID 504467; HEK293T ELG1-luciferase reporter, luminescence, 16 h; DNA damage induced by 5-fluorouridine; hit rate 2.3% among 330,000; Potency, µM (doses to about 46.1 µM), without a hit: at the highest dose activity change, negative = inhibition, hits mostly inhibitors; note: potency is the fitted concentration of half-maximal effect; % is set by controls: 0 for no effect and ±100 for the full control effect; nearly all actives have a fitted effect of over 55% in size
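Quantitative HTS, concentration-response format. 2,000 cells/well co-treated with 5-fluorouridine and compound, 16 hr in 5% CO2 at 37 °C; ONE-Glo luminescence read after 30 min.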
AT treatment: potential ataxia-telangiectasia treatment | hit rate 0.19% among 320,000 | Potency, µM (doses to about 57.5 µM), inactives show at the highest dose activation, most hits filed as activators | […] A-T fibroblasts, KAP-1 phosphorylation AlphaLISA; neocarzinostatin DNA damage 30 min before lysis | AID 485349; note: potency is the fitted concentration of half-maximal effect; % of control where 0% means no effect; nearly all actives have a fitted effect of over 45% in size
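hTERT-immortalized A-T patient fibroblasts ([…]), 500 cells/well in OPTI-MEM, 1% FBS, got compounds for 60 min, then NCS for 30 min at 37C. Lysates were then assayed for phospho-KAP-1 by AlphaLISA (anti-pKAP1 donor, anti-KAP1 acceptor beads), 6 hr at 25C.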
MLL CXXC-DNA inh: MLL CXXC-DNA interaction inhibition; hit rate 0.037% among 290,000; Potency, µM (titrated, usually from 115 µM), for inactives: at the top dose activity change, negative = inhibition, most hits filed as inhibitors; MLL-CXXC / FITC-HOXA9 DNA fluorescence polarization; Q03164; active = well fitted inhibition curve with a large enough effect in the polarisation, with a control signal flat, not every such curve was filed as active; inconclusive = small, poorly fitted or top-dose-only effect, or effect the other way, or a change in a side signal; inactive = no such curve, though single readings can be large or run the other way; the % refers to the polarisation; note: potency is the fitted concentration of half-maximal effect
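Steps: dispense CXXC domain solution (7 uM) → pin compounds or unlabeled HOX-A9 DNA control → 5 min ambient → add FLSN-HOX-A9 solution (50 nM) → spin → 30 min ambient → fluorescence polarization. Tris pH 7.5/NaCl/DTT/BSA buffer.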
TCR act: activators of T cell receptors; primary human leukocytes, anti-CD3, IL-2 HTRF, 48 h; Potency, µM (series often up to 9.22 µM), for inactives: at the highest dose activation of IL-2 secretion, actives largely listed as activators; 330,000 tested, under 10 active; AID 504894; note: % of control where 0% means no effect
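Readout: HTRF IL-2, Eu-cryptate/d2 antibody pair, 320nm excitation, 665nm emission. Stimulus: a-CD3 beads, no co-stimulation. Cells: primary human leukocytes. Exposure: 48 hr with compound.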
Integrin act MD: activators of alpha7 integrin expression for muscular dystrophy; Potency, µM (titrated, usually from 38.3 µM), inactives show at the highest dose activation, most hits filed as activators; hit rate 0.064% among 350,000; alpha7betagal myoblasts, beta-gal FDG fluorescence, 48 h; AID 624291;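 note: potency is the fitted concentration of half-maximal effect; 100% = response of the positive control SU9516; nearly all actives have a fitted effect of over 60% in size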
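Alpha7betagal+/- myoblasts (passage 13) were plated 16-24 hr, then exposed to compounds (1:260 dilution of DMSO stock) for 48 hours at 37C. After MPER lysis, β-galactosidase reporter activity was read as FDG fluorescence (ex 480/em 540) after 30 minutes.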
B2AR arrestin: recruits beta-arrestin to the human beta2-adrenergic receptor. P07550. beta-arrestin recruitment to beta2AR, cell-based reporter. Potency, µM (top dose mostly 46.1 µM), for the others: at the top dose activation, usual class: activators. hit rate 0.02% among 330,000;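 note: potency is the fitted concentration of half-maximal effect; 0% = DMSO controls and full agonism = EC100 isoproterenol or metaproterenol; nearly all actives have a fitted effect of over 65% in size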
PTAP TSG101 blk: blocks PTAP/TSG101 interaction to inhibit HIV-1 budding. Q99816. Fluorescence polarization, FITC-PTAP peptide / Tsg101 binding. Potency, µM (series often up to 115 µM), inactives show at the highest dose activity change, negative = inhibition, usual class: inhibitors. 340,000 tested, under 10 active. AID 493005; active = well fitted inhibition curve with a large enough effect in the main read-out, with a control signal flat, not every such curve was filed as active; inconclusive = small, poorly fitted or top-dose-only effect, or effect the other way, or a change in a side signal; inactive = no such curve, though single readings can be large or run the other way; note: potency is the fitted concentration of half-maximal effect; % of control where 0% means no effect
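Tsg101 binding domain (10 uM final) was mixed with compound and a FITC-labeled PTAP peptide (50 nM final) in HEPES pH 7.5 buffer with NaCl, Tween 20, EDTA and TCEP; fluorescence polarization was read after 20 min at r.t.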
BRCA1 expr act: increases BRCA1 expression | MCF7-BRCA1-FFLuc reporter, luminescence, 48 h; response scale: scaled: vehicle 0%, 10 µM genistein 100% | hit rate 1.1% among 380,000 | Potency, µM (doses to about 46.1 µM), for inactives: at the highest dose activation, hits mostly activators; note: potency is the fitted concentration of half-maximal effect; nearly all actives have a fitted effect of over 80% in size; some results filed as inactive show a strong effect at the top dose
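Cells: MCF7-BRCA1-FFLuc, 2000/well. Exposure: 48 h, 37 °C, 5% CO2. Read: luminescence, 15 min post-substrate. Controls: genistein 10 microM (maximal activation), DMSO (neutral).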
The depositor's hits bear a star; u = inconclusive; x = not tested or not shown; [ ] = dose if it differs, or a comment. Unless noted, calls come from the whole dose curve; as a rule, active = well fitted curve in the direction sought with a large enough effect; inconclusive = small, poorly fitted or top-dose-only effect, or another doubt; inactive = no such curve, though single readings can be large; an effect the other way counts as inactive or inconclusive.

SMILES | p53 reactivation | TRPV1 ag | ELG1 repair inh | AT treatment | MLL CXXC-DNA inh | TCR act | Integrin act MD | B2AR arrestin | PTAP TSG101 blk | BRCA1 expr act
N#Cc1ccc(NC(=O)CCc2nc3ccccc3s2)cc1 | 6% | u | -3% | 0% | -8% | 14%[46.1 µM] | 10% | -0.8% | -2% | -8%
CCCN(Cc1cc2cccc(C)c2[nH]c1=O)C(=O)c1cccc(OC)c1 | x | x | x | x | x | 6% | -20% | x | -3% | -21%
COc1cc(OC)cc(C(=O)N2CCC(C(=O)Nc3ccc4c(c3)OCCO4)CC2)c1 | -12% | 1 | -1% | 13% | 4% | -2%[46.1 µM] | 0% | 0.0% | -2% | -21%
Cc1cc(-c2ccccc2)nc2oc(C(=O)NN)c(N)c12 | 0% | 0 | -8% | 24% | -3% | -10% | -9% | -0.1% | 1% | -38%
CCOc1ccc2nnc(-c3ccc(Br)cc3)n2n1 | -2% | 4 | -3% | 0% | 2% | -8%[46.1 µM] | 18% | -0.5% | 0% | 15%
CCOc1ccccc1N(CC(=O)Nc1ccccc1C(=O)N1CCCC1)S(C)(=O)=O | 2% | 5 | 13% | 7% | -20% | 3% | -14% | 0.1% | 0% | -13%
O=C(O)Cc1cccc(=O)c(O)c1C(=O)O | x | x | x | x | x | 9% | 17% | x | -3% | -2%
CCc1nc(SCC(=O)O)c2c3c(sc2n1)COC(C)(C)C3 | -9% | -3 | 2% | 2% | u | -6% | 0% | 0.3% | -3% | 0%
COc1ccc(C(=O)OCC(=O)Nc2c(C)cccc2C)cc1 | -1% | 1 | u | -3% | 4% | -6% | 2% | -0.4% | 1% | 0%
CN(C)CCCN(C(=O)CCS(=O)(=O)c1ccccc1)c1nc2cc3c(cc2s1)OCO3 | -64%[inhibitor] | 1 | u | 4% | -3% | -2% | -56%[inhibitor] | -1.1% | 0% | -97%[inhibitor]
CN1CCN(c2ccc(NC(=O)c3ccc4c(c3)OCCO4)cc2)CC1 | u | 2 | u | -2% | -15% | -1% | 0% | -0.2% | 0% | u
O=C(CSc1nnc(NC(=O)c2ccccc2)s1)NCC1CCCO1 (centres undefined) | 25% | -7 | u | 2% | 5% | -2% | 0% | -0.1% | 0% | 77%
CCc1nn(CC(=O)NCCCN2CCc3ccccc3C2)c(=O)c2cc3sccc3n12 | -3% | -2 | 7% | 8% | 11% | -5%[46.1 µM] | 1% | 0.3% | -3% | 0%
CCC(NC(=S)NCc1ccc(F)cc1)c1ccc(C(C)C)cc1 (centres undefined) | 8% | u | u | -6% | 22% | -6% | -65%[inhibitor] | 0.4% | -1% | -63%
COc1cccc(C(=O)OCC(=O)NC23CC4CC(CC(C4)C2)C3)c1 | -11% | x | 0% | 9% | x | 2% | -20% | -0.2% | -1% | -13%
O=C(O)c1ccccc1-c1cc2ccccc2[nH]1 | x | x | x | x | x | 0% | -13% | x | -1% | -1%
COc1ccc(-c2cc(C(=O)Nc3cccnc3)c3ccccc3n2)cc1OC | -20% | 8 | u | 1% | -2% | 2% | 6% | 0.2% | -1% | -38%
Cc1ccc(OCc2cc(C(=O)N(C)Cc3cnn(-c4ccccc4C)c3)no2)cn1 | 3% | 0 | u | 2% | 7% | -2% | -19% | 0.2% | -1% | -1%
COc1ccc(NS(=O)(=O)c2cccc(C(=O)NNC(=O)CN3C(=O)NC(C)(C)C3=O)c2)cc1 | 2% | -1 | 19% | 0% | x | -7% | 0% | -0.3% | -1% | 4%
COCc1ccc([C@@H]2C[C@H]3CN(Cc4cccnc4)C(=O)[C@]34CCCN24)o1 | -1% | -3 | 4% | 0% | 3% | -1% | 8% | -1.0% | -5% | 0%
O=[N+]([O-])c1ccc(/C=C/c2ccncc2)cc1 | 4% | 2 | u | 3% | 2% | 1% | 13% | -0.5% | -2% | 10µM*
Cc1ccc(C)c(NC(=O)CSc2c(C)n[nH]c2C)c1 | 6% | -2 | 3% | 0% | -8% | 3% | -30% | -0.3% | 2% | -11%
O=C(Nc1ccc(-c2noc(CCc3ccccc3)n2)cc1)c1cccnc1 | -8% | 5 | 23µM* | 6% | 7% | -2% | -63%[inhibitor] | 0.0% | -3% | 35%
CCc1ccc(NC(=O)COC(=O)C2(c3ccc(Cl)cc3)CCCC2)cc1 | 3% | 7 | -12% | 5% | -6% | 1%[46.1 µM] | -62%[inhibitor] | 0.0% | -3% | -93%[inhibitor]
O=S(=O)(c1ccc(-c2cc(C(F)(F)F)on2)s1)N1CCCC1 | 7% | 6 | u | 13% | 0% | -1% | 11% | 0.3% | 0% | -18%
CC1CCCCC1NC(=O)NC(=O)COC(=O)c1nccnc1N (centres undefined) | 1% | x | 1% | 0% | x | 2% | 1% | -0.2% | 0% | 0%
CN(C)c1ccc(C=NNc2nc3c([nH]2)c(=O)n(C)c(=O)n3C)cc1 | x | x | x | x | x | 1% | -42% | x | -8% | -4%
COc1ccc(-c2ccc3ccccc3n2)cc1OC | 19% | u | u | 5% | 11% | -23% | 25% | 0.0% | 1% | u
C=CCn1cc(C(=O)OC)c(=O)c2cc(S(=O)(=O)N3CCCCCC3)ccc21 | -1% | -2 | -10% | -4% | -9% | -2% | -22% | 0.1% | -7% | -10%
COc1ccc(-c2oc(=O)c3cc(OC)c(OC)cc3c2-c2cc(F)cc(OC)c2)cc1 | 2% | 1 | -23% | 6% | x | -7% | 2% | 0.0% | -2% | -42%

Molecules from the list above that contain fluorine:
SMILES | p53 reactivation | TRPV1 ag | ELG1 repair inh | AT treatment | MLL CXXC-DNA inh | TCR act | Integrin act MD | B2AR arrestin | PTAP TSG101 blk | BRCA1 expr act
CCC(NC(=S)NCc1ccc(F)cc1)c1ccc(C(C)C)cc1 (centres undefined) | 8% | u | u | -6% | 22% | -6% | -65%[inhibitor] | 0.4% | -1% | -63%
O=S(=O)(c1ccc(-c2cc(C(F)(F)F)on2)s1)N1CCCC1 | 7% | 6 | u | 13% | 0% | -1% | 11% | 0.3% | 0% | -18%
COc1ccc(-c2oc(=O)c3cc(OC)c(OC)cc3c2-c2cc(F)cc(OC)c2)cc1 | 2% | 1 | -23% | 6% | x | -7% | 2% | 0.0% | -2% | -42%

Back to the main list, repeating the three entries before the break.
SMILES | p53 reactivation | TRPV1 ag | ELG1 repair inh | AT treatment | MLL CXXC-DNA inh | TCR act | Integrin act MD | B2AR arrestin | PTAP TSG101 blk | BRCA1 expr act
COc1ccc(-c2ccc3ccccc3n2)cc1OC | 19% | u | u | 5% | 11% | -23% | 25% | 0.0% | 1% | u
C=CCn1cc(C(=O)OC)c(=O)c2cc(S(=O)(=O)N3CCCCCC3)ccc21 | -1% | -2 | -10% | -4% | -9% | -2% | -22% | 0.1% | -7% | -10%
COc1ccc(-c2oc(=O)c3cc(OC)c(OC)cc3c2-c2cc(F)cc(OC)c2)cc1 | 2% | 1 | -23% | 6% | x | -7% | 2% | 0.0% | -2% | -42%
O=C(COc1ccccc1)Nc1sc2c(c1C(=O)NCc1cccnc1)CCCC2 | -4% | 1 | 3% | 3% | -13% | -4% | 6% | 0.1% | -9% | -9%
CCN(CC)C(=O)CSC1c2ccccc2C(=O)N1c1ccccc1 (centres undefined) | 0% | x | -14% | -14% | -7% | x | -9%[7.66 µM] | -0.3% | 1% | -3%
[O-]/C(=C(\C(=S)NCCN1CCOCC1)[n+]1ccccc1)c1ccc(Cl)s1 | -1% | -6 | 19% | 9% | 15% | 3% | u | 0.1% | -1% | 0%
Cc1cccc(NC(=O)N2CCCCCC2)c1C | 10% | 1 | u | -3% | -8% | 1% | -12% | -0.1% | 3% | 31%
Clc1ccccc1Nc1nnc(-c2ccncc2)s1 | x | u | u | 6% | 7% | -1%[46.1 µM] | 0% | -0.4% | 0% | -25%
Cc1ccc(CNC(=O)C2CCN(S(=O)(=O)N3CCCC3)CC2)cc1 | 0% | 4 | -4% | 4% | -8% | -4% | -4% | 0.3% | -4% | 0%
O=C(O)c1ccccc1C(=O)Nc1ccccc1 | 10% | -5 | 16% | 11% | 6% | -8% | -7% | 0.3% | -4% | 1%
O=C(O)c1cc(=O)c2c(Cl)cc(Cl)cc2[nH]1 | x | x | x | x | -13% | -15% | x | x | -5% | 4%
Cc1c(C(=O)N/N=C/c2cccnc2)sc(N)c1C#N | 9% | 2 | u | -4% | -1% | 1% | 3% | -0.2% | 3% | -45%
CCCNc1nc2nc3ccccn3c(=O)c2cc1C(=O)NCCN1CCOCC1 | -1% | -1 | 2% | 4% | 2% | 9% | 2% | -0.1% | -1% | -3%
COc1ccc(C(C)=O)cc1CSc1nc2nc(C)cc(C)n2n1 | -4% | 2 | 2% | -3% | 5% | -5% | -3% | 0.2% | 1% | -19%
